Source: PubChem (Fisher Drug Discovery Resource Center)
NPYLR7 agonist – agonists of mosquito NPYLR7 receptor, primary screen, cell-based, Aedes aegypti, calcium fluorescence, mosquito biting behavior; HEK293T NPYLR7/Galpha15, GCaMP6s calcium fluorescence; AID 1259423, 2018; 0.15% of 270,000 active; activation, % at 10 µM; in the data active = activation above about 40%;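 note: 0% = vehicle and 100% = reference agonist at the receptor; some compounds past the cut are filed as inactive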
mcGAS lum – cyclic GMP-AMP synthase inhibitors, mouse, primary biochemical chemiluminescence. recombinant cGAS, Kinase-Glo ATP depletion luminescence. inhibition, % at 12.5 µM. 0.15% of 160,000 active;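 note: 0% = negative control wells and 100% = reference inhibitor with no enzyme activity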
hcGAS inh – Primary biochemical luminescence assay for human cyclic GMP-AMP synthase inhibitors | Q8N884 | recombinant h-cGAS, ATP depletion, Kinase-Glo luminescence | inhibition, % at 12.5 µM | 0.081% of 290,000 active | AID 1259398, 2018;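 note: 0% = vehicle reaction and 100% = reaction without DNA for no activity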
Target sequence (Q8N884 whole entry, looked up): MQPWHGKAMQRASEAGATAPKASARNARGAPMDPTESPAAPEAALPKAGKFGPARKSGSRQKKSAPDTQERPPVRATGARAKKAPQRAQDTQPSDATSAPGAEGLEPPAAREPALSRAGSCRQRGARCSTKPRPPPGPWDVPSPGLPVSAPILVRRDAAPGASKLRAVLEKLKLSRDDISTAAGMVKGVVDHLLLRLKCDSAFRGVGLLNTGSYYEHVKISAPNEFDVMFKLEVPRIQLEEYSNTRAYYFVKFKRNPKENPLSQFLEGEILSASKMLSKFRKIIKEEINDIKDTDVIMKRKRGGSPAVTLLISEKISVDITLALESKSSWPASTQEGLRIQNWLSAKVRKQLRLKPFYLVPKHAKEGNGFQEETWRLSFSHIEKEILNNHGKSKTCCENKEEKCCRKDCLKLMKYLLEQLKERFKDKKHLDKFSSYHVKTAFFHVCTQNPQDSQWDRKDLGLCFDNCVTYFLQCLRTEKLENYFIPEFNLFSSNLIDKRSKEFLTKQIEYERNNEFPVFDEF
* hit, by the source's call; . = no result given; & = joins results of further samples. Cut-off read from the data, not from the text of the source, unless noted: active = inhibition above about 40%; inactive = the rest. Compounds as they come; overall some 0.27% were active at least once.

SMILES	NPYLR7 agonist	mcGAS lum	hcGAS inh
CC(c1cccs1)N(C)C(=O)c1n[nH]c(C2CC2)c1Br (configuration not stated)	-2	0	1
COc1ccc(NC2OC(C(O)CO)C(O)C2O)cc1 (configuration not stated)	-1	-2	-3
CS(=O)(=O)c1ccc(Br)c(C(=O)O)c1	4	.	-2
CC(C)N(CC(=O)N(CCc1c[nH]c2ccccc12)Cc1ccc(C(C)(C)C)cc1)C(C)(C)CO	5	-4	-5
COc1cccc(OCc2ccccc2)c1C(=O)N1CCc2ccccc2C1	-11	.	-6
CCN(C(C)c1cccnc1)S(=O)(=O)c1cnc(C(C)C)[nH]1 (configuration not stated)	2	.	-15
COc1ccc(-n2c(C)c(C)n3c4c(=O)n(CCN5CCCCC5)c(=O)n(C)c4nc23)c(OC)c1	.	-9	-8
FC(F)(F)c1ccc(Cl)c(Nc2nc3ccc(Cl)cc3o2)c1	-6	.	-4
Cc1ccc(C)c(C(=O)N2CCOC(Cc3ccccc3Cl)C2)c1 (configuration not stated)	5	-15	-7
CCC(CO)NC(=O)c1c(O)nc2cc(C)ccn2c1=O (configuration not stated)	-3	-8	-8
C[C@H](NC(=O)CCc1nc2ccccc2c(=O)[nH]1)c1ccccc1	-1	-11	-5
O=C(COc1cc(Cl)ccc1Cl)N1CCN(S(=O)(=O)Cc2ccccc2)CC1	8	-6	-5
Cc1nn(CC(=O)Nc2sc3c(c2C#N)CCCC3)c(C)c1[N+](=O)[O-]	-3	-7	-2
Cc1ccc(-c2ccc3nc(CO)[nH]c3c2)c(-n2cccn2)c1	-7	-1	0
CC1=C(C(=O)OC(C)C)C(c2ccccc2OC(C)C)C2=C(CCCC2=O)N1 (configuration not stated)	0	.	-2
CCC(COC)NC(=O)c1cc(N2CCOCC2)nc2ccccc12 (configuration not stated)	5	-4	-7
CCOC(=O)c1nn(-c2ccccc2)c(=O)cc1NC(=O)c1ccc(Br)o1	.	-5	-3
COc1cc(Nc2ccc(NC(=O)/C=C/c3ccccc3)cc2)nc(C)n1	4	0	0
O=C1OCCC1N1CCCC(c2nc(-c3ccc(Cl)cc3)no2)C1 (configuration not stated)	1	.	-9
COCc1ccc(C(=O)N2CCC3(CCCN(Cc4ccc(C(C)C)cc4)C3)C2)o1 (configuration not stated)	3	.	-5
CCCCCCNC(=O)CCN(Cc1ccco1)C(=O)c1cnc(C)cn1	11	.	3
C=C(C)CN(CC)S(=O)(=O)c1cc(S(C)(=O)=O)ccc1Cl	10	-5	-15
COc1ccc(C(=O)N2CCC(=O)N(C)c3ccccc3C(OC)C2)cc1OC (configuration not stated)	3	-6	-2
O=C1c2sc3nnc(-c4ccccc4)c(=O)n3c2C(=O)N1c1cccc(Cl)c1Cl	-1	-6	-10
CCOC(=O)c1[nH]ncc1[C@@H]1C[C@H]2CN(Cc3ccccc3OC)C(=O)[C@]23CCCN13	8	-15	-5
C=CCN(Cc1cc(Br)ccc1F)C(=O)C(C)NC(N)=O (configuration not stated)	1	.	0
Cn1ccnc1C(NC(=O)c1ccn2nnnc2c1)C1CC1 (configuration not stated)	-1	-12	-6
CCc1cn[nH]c1C1CCN(Cc2cn[nH]c2C(=O)O)CC1	.	-12	-8
COc1cccc(C(=O)N2CCN(C(C(=O)NCc3ccncc3)C3CCCC3)CC2)c1 (configuration not stated)	-4	.	-3
Cn1nccc1C(=O)N1CCCCC1C(=O)Nc1ccc(Oc2ccccc2F)cc1 (configuration not stated)	1	.	-3
COc1ccc(C2CC(=O)C3C(=Nc4ccccc4NC3c3ccc(O)cc3)C2)cc1 (configuration not stated)	1	-5	-3
CCc1ccc(-c2nc3ccccc3c(=O)n2Cc2ccccc2)cc1	4	-4	-1
Cc1nc(CN2C(=O)N(CCC(C)C)C3(CCNCC3)C2=O)n(C)n1	.	-6	-12
CCS(=O)(=O)NC(=O)C1(C)CCN1C(=O)C1(c2ccc(Cl)cc2)CCC1 (configuration not stated)	-4	.	-8
O=C(CCn1cccn1)N1CCCC(N2CCN(Cc3ccc4c(c3)OCO4)CC2)C1 (configuration not stated)	15&3	.	-7&-10
COc1ccc(N2C(=O)C(c3c(C(C)C)[nH]n(-c4ccc(Cl)cc4)c3=O)=C(N3CCC(C)CC3)C2=O)c(OC)c1	13	-9	-13
Cc1ccc(-c2ccc(CCC(=O)NCc3cc(F)cc(F)c3)n2-c2ccc(CC#N)cc2)c(C)c1	23	-7	-7
O=C(NCC1CCC2(CC1)OCCO2)Nc1ccc2c(c1)OCCO2	2	-18	-8
CC(C(=O)N1CCc2nc(N)sc2C1)n1cnc2ccccc21 (configuration not stated)	21	-12	-5
Cn1cc(OCc2ccccc2)c(=O)cc1C(=O)NCCc1ccc(F)cc1	4	.	-3
CC(C)(C)C(=O)N[C@H]1CO[C@H]2[C@@H]1OC[C@H]2O	-7	-8	-4
Cc1ccc2c(n1)OC(COC(C)(C)C)CN(Cc1cccs1)C2=O (configuration not stated)	-5	-6	-4
CC(C)=Nc1ccc(C)cc1C1COC(=O)C1=N (configuration not stated)	-4	.	-10
Cc1ccc(-c2[nH]ncc2CN(C)Cc2ccc3nonc3c2)cc1C	-4&1	.	-2&-1
Cc1cc(C2=NNC(=NC3CC3)SC2C)c(C)n1-c1ccc(Cl)cc1 (configuration not stated)	0	-4	-3

Rewritten in markdown: part of the list above
| SMILES | NPYLR7 agonist | mcGAS lum | hcGAS inh |
| --- | --- | --- | --- |
| Cc1nn(CC(=O)Nc2sc3c(c2C#N)CCCC3)c(C)c1[N+](=O)[O-] | -3 | -7 | -2 |
| Cc1ccc(-c2ccc3nc(CO)[nH]c3c2)c(-n2cccn2)c1 | -7 | -1 | 0 |
| CC1=C(C(=O)OC(C)C)C(c2ccccc2OC(C)C)C2=C(CCCC2=O)N1 (configuration not stated) | 0 | . | -2 |
| CCC(COC)NC(=O)c1cc(N2CCOCC2)nc2ccccc12 (configuration not stated) | 5 | -4 | -7 |
| CCOC(=O)c1nn(-c2ccccc2)c(=O)cc1NC(=O)c1ccc(Br)o1 | . | -5 | -3 |
| COc1cc(Nc2ccc(NC(=O)/C=C/c3ccccc3)cc2)nc(C)n1 | 4 | 0 | 0 |
| O=C1OCCC1N1CCCC(c2nc(-c3ccc(Cl)cc3)no2)C1 (configuration not stated) | 1 | . | -9 |
| COCc1ccc(C(=O)N2CCC3(CCCN(Cc4ccc(C(C)C)cc4)C3)C2)o1 (configuration not stated) | 3 | . | -5 |
| CCCCCCNC(=O)CCN(Cc1ccco1)C(=O)c1cnc(C)cn1 | 11 | . | 3 |
| C=C(C)CN(CC)S(=O)(=O)c1cc(S(C)(=O)=O)ccc1Cl | 10 | -5 | -15 |
| COc1ccc(C(=O)N2CCC(=O)N(C)c3ccccc3C(OC)C2)cc1OC (configuration not stated) | 3 | -6 | -2 |
| O=C1c2sc3nnc(-c4ccccc4)c(=O)n3c2C(=O)N1c1cccc(Cl)c1Cl | -1 | -6 | -10 |
| CCOC(=O)c1[nH]ncc1[C@@H]1C[C@H]2CN(Cc3ccccc3OC)C(=O)[C@]23CCCN13 | 8 | -15 | -5 |
| C=CCN(Cc1cc(Br)ccc1F)C(=O)C(C)NC(N)=O (configuration not stated) | 1 | . | 0 |
| Cn1ccnc1C(NC(=O)c1ccn2nnnc2c1)C1CC1 (configuration not stated) | -1 | -12 | -6 |
| CCc1cn[nH]c1C1CCN(Cc2cn[nH]c2C(=O)O)CC1 | . | -12 | -8 |

Other records:
SMILES	NPYLR7 agonist	mcGAS lum	hcGAS inh
CCN1CCN(c2nc(-c3ccccc3)nc3c2CN(C(=O)NC24CC5CC(CC(C5)C2)C4)CC3)CC1	-3	-5	-6
COc1ccccc1-c1nc(C)c(-c2ccc(SCC(=O)N3CCCCCC3)nn2)s1	2	.	2
CN1C[C@H](Oc2ccccn2)[C@]2(CCN(C(=O)c3cccs3)C2)S1(=O)=O	0	-8	2
CCOC(=O)c1ccccc1NC(=O)CSc1nnc(C)c2cnn(-c3ccccc3OC)c12	-9	-1	0
COC(=O)C1=NN(C(=O)c2ccc(Cl)cc2)C(O)(C(C)(C)C)C1 (configuration not stated)	-4	-2	-4
CCc1cc(Oc2cccc(F)c2)nc(SCc2cc(F)ccc2F)n1	3	-5	-4
CCC(c1nc2ccccc2c(=O)n1-c1ccc(Br)cc1)N(CCc1ccccc1)C(=O)CCc1ccccc1 (configuration not stated)	0	-4	8
CC(C)CC1NC(=O)N(CN2CCN(C(=O)OC(C)(C)C)CC2)C1=O (configuration not stated)	3	.	-11
COc1cccc(Cc2nsc(N(CCC(=O)Nc3ccc(C)cc3)Cc3ccco3)n2)c1	14	-6	-11
Cc1c(C)n2c3c(=O)n(CCCc4ccccc4)c(=O)n(C)c3nc2n1Cc1ccco1	2	-7	-6
Cc1ccc2nc(-c3cccc(NC(=O)NC(C)C)c3)oc2c1	15	-9	-6
CC(=O)Nc1cncc(-c2cccnc2)n1	-1	.	-14
CN1CCCC(CSc2nncn2CCc2cccs2)C1 (configuration not stated)	16	.	-4
Cc1nnc(CN(CCC2=CCCCC2)CC2CC2)o1	.	-1	4
CC(O)c1cn(C2CCN(S(=O)(=O)Cc3ccccc3)CC2)nn1 (configuration not stated)	19	.	-6
CCCSc1nnc(NCc2ccc(OC)cc2)s1	-8	.	-4
CCN(C(=O)/C=C/c1ccccc1)C(C)C(=O)c1c(C)c(C(=O)OC)n(C)c1C (configuration not stated)	-6	-4	-9
Cc1ccc2sc(N(CCN(C)C)C(=O)c3ccc(Cl)s3)nc2c1C	-2	-7	-10
O=C1CC(N(Cc2ccc3c(c2)OCO3)C(=S)Nc2ccccc2)C(=O)N1c1ccc(Cl)cc1 (configuration not stated)	0	.	-2
CCOC(=O)c1c(C)c(C(=O)NC2CCCC2)c(C)n1C	5	-5	-5
CCC(C(=O)N1CCc2c(nc(C)[nH]c2=O)C1)N1Cc2ccccc2C1=O (configuration not stated)	9	.	-6
N#Cc1ccc(-c2ccccc2)nc1SCC(=O)c1ccc(Cl)cc1	8	-5	-1
CCc1cccc2c3c([nH]c12)C(CC)(CC(=O)O)OCC3 (configuration not stated)	-1&6&-7&-6	-2&-2	-1&-2&2&1
O=C(OCC(=O)N(C1CCCCC1)C1CCCCC1)c1ccc([N+](=O)[O-])o1	-3	.	0
CCC(C(=O)N1CC=CCC1)n1cc(C(C)=O)c2ccccc21 (configuration not stated)	5	.	-2
COCC(=O)N1CCN(C(C(=O)NCCN2CCCCC2)C2CCCC2)CC1 (configuration not stated)	-7	-3	-4
CC(C)C(C)N(Cc1ccc(Cl)cc1)Cc1nc(C(=O)NCc2ccncc2)co1 (configuration not stated)	3	-6	-5
Cc1cccnc1C(NC(=O)C1CCN(Cc2ccc(Cl)c(Cl)c2)CC1)c1ccc(F)cc1 (configuration not stated)	5	-3	-5
Cc1cccc(N=c2oc3ccc(Br)cc3cc2C(N)=O)c1	-3	3	3
COc1cccc(N2OC(=O)C(c3ccc(Cl)c(Cl)c3)N(C)C2=O)c1 (configuration not stated)	-8	-12	-7
Cc1n[nH]c(C)c1CN1C[C@@H](CO)[C@H](C(=O)N(C)C)C1	.	-4	-8
O=C(NCc1ccncc1)c1cc(-c2ccc(F)cc2)nc2cc(-c3ccccc3)nn12	-1&21	-7&-6	0&-2
C=CCOCC(O)CN(Cc1ccc(F)cc1)Cc1ccc(OC)c(OC)c1 (configuration not stated)	15	-8	-4
O=C1NCCN(Cc2ccc(F)c(F)c2)C1CC(=O)N1CC=CC1 (configuration not stated)	3	.	-4
CCOn1c(=O)c(-c2ccc(OC)cc2OC)[n+]([O-])c2ccccc21	16	.	-11
Cc1ccc(-n2nc(C(C)(C)C)c3c2N(CC(=O)NCc2ccco2)C(=O)CSC3c2ccc(F)cc2F)c(C)c1 (configuration not stated)	29	-4	-3
O=C(CSc1nnc(-c2cccnc2)n1-c1cccc(C(F)(F)F)c1)NCc1ccccc1	.	2	1
CCc1nc2n(n1)C(=O)C(C(c1ccc(C)cc1)N1CCCC(C)C1)S2 (configuration not stated)	-3	-6	-3
CC(Oc1ccccc1C(F)(F)F)C(=O)Nc1n[nH]c(-c2ccoc2)n1 (configuration not stated)	-1	-13	-12
CCOC(=O)N1CCN(c2nc(Nc3ccc(Cl)cc3C)c3nccnc3n2)CC1	0	.	3
O=C1c2nccnc2C(=O)N1c1cc(F)ccc1F	8	-3	-7
Cn1c(=O)n(CCN2CCOCC2)c(=O)c2c1nc1n2CCCN1c1ccccc1	5	.	-4
Cc1c(C(=O)Nc2cc(-n3c(C)nc4ncccc4c3=O)ccc2F)cccc1[N+](=O)[O-]	3	-5	-6
O=C(Nc1nc2ccc(Cl)cc2s1)c1ccc([N+](=O)[O-])s1	-3	.	-2
C#CCSc1nnc2c3ccccc3n(C)c2n1	0	.	-1
CCN(CC)C(=O)N1CCN(C(=O)c2cc3cc(Cl)ccc3[nH]2)CC1	3	.	-13
Cc1ccccc1C(C(=O)N1CCN(C2CCOCC2)CC1)N(C)C (configuration not stated)	0	.	-3
CC(C)(C#N)c1ccc(NS(=O)(=O)CC2CCCCO2)cc1 (configuration not stated)	-3&-5	.	3&-16
CCOc1ccc(NC(=O)CCn2cnc3c([nH]c4cc(OC)c(OC)cc43)c2=O)cc1	.	-6	-3
COc1ccc2cc(C(=O)C3CCCN(C(=O)C4=NN(C)C(=O)CC4)C3)ccc2c1 (configuration not stated)	14&-3	.	-6&2
Cc1cccc(C)c1Cn1c(C)c(C(=O)NCc2ccc(Cl)c(Cl)c2)sc1=O	11	.	-8
CN1CCN(C(=O)c2cc3n(n2)C(C(F)(F)F)CC(c2ccccc2)N3)CC1 (configuration not stated)	3	-8	-7
O=C(O)c1nn(Cc2ccccc2C(F)(F)F)c(=O)c2ccccc12	-6	-1	3
NC(=O)N/N=C\c1c[nH]c2ccccc12	-6	0	1
CC1=NOC(C(=O)NCCOc2ccccc2F)C1 (configuration not stated)	22	.	-1
